Compound activity from PubChem.
PPC-1+TRAIL kill: compounds killing PPC-1 cancer cells with TRAIL present, primary screen, TRAIL potentiator project, ATPLite luminescence, uHTS | PPC-1 cells + TRAIL, ATPLite viability luminescence | cell killing (% activity), % at 4 µM | hit rate 0.41% among 220,000;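 active = cell killing above 50% in the first pass at 4 µM, then a duplicate retest at 5 µM averaging 50% or more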;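 also: plate controls were cells with TRAIL plus DMSO for no effect and medium-only wells lacking cells for full effect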
Thrombin inh: human alpha-thrombin inhibitors, primary screen, counter-screen for coagulation protease inhibitor project, biochemical, 1536-well, fluorogenic AMC substrate; Boc-VPR-AMC fluorogenic substrate cleavage; inhibition, % at 5 µM; hit rate 0.26% among 220,000;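 active = inhibition at or above 40%; inactive = inhibition below 40%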;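 also: 0% = enzyme with no compound and 100% = wells without enzyme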
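Assay system: human alpha-thrombin enzyme. Reagent: Boc-VPR-AMC substrate, 15 µM final. Compound dosing: one concentration per compound, 5 µM, with 0.2% DMSO. Incubation: room-temperature reaction. Technique: AMC fluorescence, 355/460 nm. Measure: % inhibition relative to enzyme controls and enzyme-free blanks.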
Furin inh: human furin inhibitors, primary screen, biochemical, fluorescence intensity; P09958; purified furin, fluorogenic substrate cleavage; inhibition, % at 30 µM; hit rate 0.061% among 220,000; AID 463115, 2010; in the data active = inhibition above about 25%; also: inactives centre near -15
TRPN1 ag: zebrafish TRPN1 channel agonists, primary screen, cell-based, HEK293, calcium fluorescence; AID 1424, 2008; hit rate 0.18% among 220,000; HEK293 zebrafish TRPN1-YFP, Fluo-8 calcium fluorescence; 100% = response to 87 µM carbachol; activation, % at 3 µM;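 active = activation above its plate's cutoff, the mean activation of test wells on that plate plus 3 SD, cut at about 19% in these data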;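 also: 0% = DMSO alone and 100% = 87 µM carbachol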
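Assay system: Zebrafish TRPN1-YFP in HEK293 cells | Incubation: Dye loading 1 h at 37 °C, then 30 min room temperature | Measured by: Kinetic Fluo-8 fluorescence, ex 470-495, em 515-575 nm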
EBV gp42 block: Epstein-Barr virus gp42 inhibitors, primary screen, biochemical, uHTS, fluorescence polarization; Glycoprotein 42 (Epstein-Barr virus (strain AG876)), Q1HVG2; Fluorescence polarization binding assay, mP read-out; inhibition, % (tested at 21.74 µM); hit rate 0.42% among 220,000; in the data active = inhibition above about 50%
TRPML3 ag: human TRPML3 channel agonists, primary screen, cell-based, HEK293 TRPML3-YFP, Fluo-8 calcium fluorescence, 3 µM; hit rate 0.29% among 220,000; activation, % at 3 µM; AID 1448, 2008; Mucolipin-3 (Homo sapiens), Q8TDD5; 100% = the carbachol control signal;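 active = activation above its plate's cutoff, the mean activation of the plate's test wells plus 3 SD, cut at about 12% in these data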;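 also: 0% = DMSO only wells and 100% = carbachol wells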
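system = HEK293 cells stably carrying human TRPML3-YFP | doses = one concentration, 3 µM nominal, 0.3% DMSO | timing = dye loading 1 h 37 °C then 30 min ambient, 125 s read | detection = Fluo-8 calcium dye fluorescence, ex 470-495, em 515-575 nm | benchmarks = high control carbachol 87 µM, low control DMSO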
m-calpain inh: inhibitors of pig calpain II, primary screen, biochemical, fluorogenic peptide substrate, 1536-well; purified calpain II, 30 min; inhibition, % at 16 µM; hit rate 0.37% among 220,000; AID 1236, 2008;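 active = inhibition above about 50%, limit read from the data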
Cl transport mod: KCC2 cotransporter modulators, thallium flux, primary screen, cell-based, HEK293 KCC2, FluoZin-2 fluorescence, MLSMR; Solute carrier family 12 member 5 (Homo sapiens), Q9H2X9; KCC2 cells, thallium flux FluoZin-2 fluorescence; B-score of Tl+ flux slope (higher = more flux/activation; lower = inhibition) at 10 µM; hit rate 2.2% among 190,000;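 active = thallium flux slope and its plate-corrected score both differing from the plate sample mean at a set confidence after two filtering rounds, in either direction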;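 also: slope of fluorescence scaled to starting intensity during 10 to 20 s after thallium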
Target sequence (Q9H2X9 whole entry, looked up): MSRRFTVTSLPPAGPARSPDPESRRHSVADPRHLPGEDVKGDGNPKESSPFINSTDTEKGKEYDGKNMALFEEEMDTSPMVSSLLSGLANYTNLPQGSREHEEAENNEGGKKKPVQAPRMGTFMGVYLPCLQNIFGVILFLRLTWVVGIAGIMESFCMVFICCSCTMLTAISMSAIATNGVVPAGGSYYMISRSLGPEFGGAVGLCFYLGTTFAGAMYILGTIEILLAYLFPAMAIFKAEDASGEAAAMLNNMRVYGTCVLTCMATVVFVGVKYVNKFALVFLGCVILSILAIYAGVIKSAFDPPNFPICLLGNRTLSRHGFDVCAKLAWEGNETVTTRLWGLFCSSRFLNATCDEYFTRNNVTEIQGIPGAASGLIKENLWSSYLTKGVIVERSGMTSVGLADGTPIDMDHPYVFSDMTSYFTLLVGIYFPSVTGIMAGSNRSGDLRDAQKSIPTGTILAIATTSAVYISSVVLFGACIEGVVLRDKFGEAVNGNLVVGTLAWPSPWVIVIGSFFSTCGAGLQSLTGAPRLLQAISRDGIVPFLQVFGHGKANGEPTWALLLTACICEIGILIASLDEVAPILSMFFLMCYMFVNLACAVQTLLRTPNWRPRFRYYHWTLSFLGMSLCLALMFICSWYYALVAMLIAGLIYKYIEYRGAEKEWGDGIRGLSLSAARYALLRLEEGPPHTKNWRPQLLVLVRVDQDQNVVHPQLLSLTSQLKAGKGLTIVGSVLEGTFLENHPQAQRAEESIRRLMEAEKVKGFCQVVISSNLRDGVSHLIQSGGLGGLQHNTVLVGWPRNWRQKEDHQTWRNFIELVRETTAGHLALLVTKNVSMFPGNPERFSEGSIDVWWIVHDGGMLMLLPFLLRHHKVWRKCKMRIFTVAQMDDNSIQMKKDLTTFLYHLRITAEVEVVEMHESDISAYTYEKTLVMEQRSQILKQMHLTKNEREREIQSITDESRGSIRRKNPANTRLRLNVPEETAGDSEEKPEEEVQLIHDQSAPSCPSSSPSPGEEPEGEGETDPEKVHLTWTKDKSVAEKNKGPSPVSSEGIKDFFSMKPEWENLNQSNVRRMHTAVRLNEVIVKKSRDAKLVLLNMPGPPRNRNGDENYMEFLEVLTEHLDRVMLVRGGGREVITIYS
TbHK1 inh: Trypanosoma brucei hexokinase 1 inhibitors, primary screen, biochemical, G6PDH-coupled NADH absorbance, MLSCN library. hexokinase 1 [Trypanosoma brucei]. recombinant TbHK1, G6PDH-coupled NADH A340. inhibition, % at 10 µM. hit rate 0.11% among 220,000. AID 1430, 2008;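 active = inhibition of 50% or more in the single-dose primary screen; inactive = inhibition below 50%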
An asterisk follows results filed as active; i = inactive; x = no result given; [ ] = remark or other dose.

Screens in order: PPC-1+TRAIL kill, Thrombin inh, Furin inh, TRPN1 ag, EBV gp42 block, TRPML3 ag, m-calpain inh, Cl transport mod, TbHK1 inh
> CN1C(=O)C2C(c3ccc(N(C)C)cc3)NN(Cc3ccccc3)C2C1=O (stereo not drawn)
  4, 4, -14, -2.7, -17, 0.3, -25, -0.82, -21
> Cc1cc(S(=O)(=O)NC(C)C)ccc1OCC(=O)Nc1ccc2c(c1)OCCO2
  19, -4, -22, 1.0, 4, 1.1, 1, 0.025, -4
> C/C(=N\OC(=O)c1cccc(C(F)(F)F)c1)c1sc(-c2ccccc2)nc1C
  8, -1, -8, 0.3, 1, 1.1, -215, 1.3, -1
> COc1cc(OC)c(OC)cc1/C=C1\CCC(C2CCCC2)C1=O (stereo not drawn)
  14, 2, -16, -1.3, 3, -1.2, 24, 0.58, 2
> COc1ccc(C2CC(C(F)(F)F)n3nc(C(=O)NCCN4CCOCC4)cc3N2)cc1 (stereo not drawn)
  7, -5, -21, 2.2, -15, 0.9, -38, 1.1, 9
> Cc1ccc(C)c(NC(=O)CC(NCCCN2CCOCC2)C(=O)O)c1 (stereo not drawn)
  x, x, 17[20 µM], -0.5, x, 0.9, x, 0.038, 5
> O=C(C1CC1)N1CCc2[nH]c3ccccc3c2C1
  22, 6, -17[20 µM], -0.6, -7, -0.2, -33, 0.052, -1
> O=S(=O)(c1ccccc1)C1(S(=O)(=O)c2ccccc2)CCCC1
  21, -7, -9, 1.7, 2, 18*, 10, 1.2, 3
> COCCn1c(C)cc(C(=O)CSc2n[nH]c(N)n2)c1C
  -10, -6, -14[20 µM], 2.2, 13, 0.9, -2, x, 0
> Cc1ccc2cc(C(c3nnnn3Cc3ccccc3)N3CCN(c4ccccc4)CC3)c(=O)[nH]c2c1 (stereo not drawn)
  6, -3, -15, 0.5, -3, -0.3, -94, x, -21
> COc1cc(/C=C/c2sc3ccccc3[n+]2CCCS(=O)(=O)[O-])ccc1O
  22, 2, 18, 2.9, -185, 0.0, 10, i, -7
> CCN(CC)S(=O)(=O)c1cccc(NC(=O)c2cc(-c3cccs3)nn2-c2ccccc2)c1
  25, -3, -24, 1.8, -1, 1.9, -1, -0.89, 22
> Cc1ccc(-c2nc3cnccn3c2Nc2ccc3c(c2)OCO3)o1
  15, -3, -8, -0.7, 8, -0.2, 6, 0.41, -20
> CCC(C)N(C(=O)c1csnn1)C(C(=O)NC(C)(C)C)c1ccccc1 (stereo not drawn)
  8, -2, -24[20 µM], -0.3, -14, -1.5, -9, 0.14, 25
> COC(=O)[C@@H]1CCCN1C(=O)CCc1nnc(C2CCCCC2)o1
  12, -3, -22, -0.8, -5, 1.1, -12, 1.3, -5
> Cc1cc(C)n(-c2nc(NC(C)(C)C)nc(NC(C)(C)C)n2)n1
  13, -5, -24, 1.7, -10, 0.2, -2, 0.79, 5
> Cc1ccc(/C=C/C(=O)OCC(=O)NC(C)C)o1
  2, -6, -7, -0.1, -4, 1.5, 12, 0.68, -29
> CN(C)S(=O)(=O)c1ccc(NC(=O)COC(=O)c2n[nH]c3ccccc23)cc1
  4, 3, -18[20 µM], 5.3, -17, 2.8, -15, 0.11, 1
> CC(=O)Nc1ccc(S(=O)(=O)N(Cc2ccccc2)c2ccccc2F)cc1
  -1, -6, -29, -1.5, 6, -0.3, -24, 0.64, 0
> CCOC(=O)C1CCN(C(=O)COC(=O)c2ccc(Br)o2)CC1
  -8, -5, -27, 0.4, -18, 0.4, -9, 0.084, 2

Arranged by formula weight (descending): some entries from above
Screens in order: PPC-1+TRAIL kill, Thrombin inh, Furin inh, TRPN1 ag, EBV gp42 block, TRPML3 ag, m-calpain inh, Cl transport mod, TbHK1 inh
> Cc1ccc(C)c(NC(=O)CC(NCCCN2CCOCC2)C(=O)O)c1 (stereo not drawn)
  x, x, 17[20 µM], -0.5, x, 0.9, x, 0.038, 5
> COc1cc(OC)c(OC)cc1/C=C1\CCC(C2CCCC2)C1=O (stereo not drawn)
  14, 2, -16, -1.3, 3, -1.2, 24, 0.58, 2
> Cc1cc(C)n(-c2nc(NC(C)(C)C)nc(NC(C)(C)C)n2)n1
  13, -5, -24, 1.7, -10, 0.2, -2, 0.79, 5
> Cc1ccc(/C=C/C(=O)OCC(=O)NC(C)C)o1
  2, -6, -7, -0.1, -4, 1.5, 12, 0.68, -29

Returning to the listing; the 2 compounds before the break are reprinted first.
Screens in order: PPC-1+TRAIL kill, Thrombin inh, Furin inh, TRPN1 ag, EBV gp42 block, TRPML3 ag, m-calpain inh, Cl transport mod, TbHK1 inh
> CC(=O)Nc1ccc(S(=O)(=O)N(Cc2ccccc2)c2ccccc2F)cc1
  -1, -6, -29, -1.5, 6, -0.3, -24, 0.64, 0
> CCOC(=O)C1CCN(C(=O)COC(=O)c2ccc(Br)o2)CC1
  -8, -5, -27, 0.4, -18, 0.4, -9, 0.084, 2
> O=c1cnnc(N/N=C/c2c[nH]c3ccccc23)[nH]1
  14, -3, -15, -0.5, -2, 1.4, -13, -0.13, -27
> C/C(Cl)=C/CSc1nn2c(=O)c3ccccc3nc2s1
  18, 7, -5[20 µM], -0.4, -12, -0.2, 9, -0.26, -6
> CCOc1ccc(N2C(=O)CC(N(Cc3ccco3)C(C)=O)C2=O)cc1 (stereo not drawn)
  4, -7, -26, -0.5, -15, 0.2, -46, 0.38, -3
> CCOC(=O)CN1N=C(/C=C/c2ccc(C)cc2)CCC1=O
  10, -4, -16[20 µM], 0.1, 5, 0.2, 9, x, -37
> COC(=O)c1ccc(C(=O)OC)c(=O)[nH]1
  6, -4, -13, -1.5, -17, -0.1, -107, -0.65, -36
> Clc1ccc(N2CCOCC2)nn1
  -7, 4, -29, 2.0, -15, 1.1, -27, 0.26, -6
> Cc1ccccc1-c1nnn(CC(=O)Nc2ccc3c(c2)OCO3)n1
  6, 3, -21, 0.3, 1, -0.3, 34, 0.12, 4
> COc1cccc(CN2CCN(S(=O)(=O)c3ccc(NC(C)=O)cc3)CC2)c1OC
  x, -3, -17, 5.8, -2, 0.8, 28, 0.12, 4
> Cn1c(CO)cnc1SCC(=O)c1ccc(Br)cc1
  6, 2, -16, -2.4, -19, 0.1, -12, x, -6
> O=C(c1c[nH]c2ccc(S(=O)(=O)N3CCOCC3)cc2c1=O)N1CCCC1
  5, -3, -22, 1.1, -1, 0.7, -49, 0.68, -8
> Cc1ccccc1NCC(=O)N/N=C/C(Br)=C/c1ccccc1
  17, 3, -17[20 µM], 0.2, -15, 0.8, -19, 0.16, -14
> Cc1cccc(NC(=O)N2CCC(c3nc4ccccc4o3)CC2)c1
  7, -2, -15, 0.5, -22, 1.1, -17, -0.65, 0
> O=C(NN1CCOCC1)c1cc(-c2cccc(Cl)c2)nc2ccccc12
  -2, 5, -14[20 µM], -2.2, 3, 0.3, -9, x, -10
> COC(=O)CSc1[nH]c2ccc(Br)cc2c1[N+](=O)[O-]
  14, -2, -18, 0.9, -3, 0.6, -28, x, -20
> CCC(C)Sc1nc2ccccc2n1CC(=O)O (stereo not drawn)
  16, 3, -16[20 µM], 1.2, -20, 0.5, -5, 0.8, -6
> Cc1c(Cl)cccc1N/C(SCC(=O)N1CCCCCC1)=C(/C#N)c1nc2ccccc2s1
  18, -3, -18, -0.8, -37, 0.4, -33, -0.31, 3
> C=CCN(CC=C)CCOc1ccc(C)cc1[N+](=O)[O-]
  4, -5, -12, -0.6, -6, 0.6, 4, -0.5, -9
> NC(N)=N/N=C/c1ccccc1Cl
  -7, -3, -17, -0.1, -12, 1.1, 16, x, -3
> C[C@H](NC(=O)c1ccccc1Cl)C(=O)OCC(=O)N1CC2(C)CC1CC(C)(C)C2 (stereo partly drawn)
  26, -9, -24, -0.4, -1, 0.7, 9, -0.65, 2
> Cc1ccc(C(=O)OCc2cn3ccccc3n2)cc1
  11, -5, 5, -0.3, 3, 0.2, 14, 3.3, 4

(cont.)
Screens in order: PPC-1+TRAIL kill, Thrombin inh, Furin inh, TRPN1 ag, EBV gp42 block, TRPML3 ag, m-calpain inh, Cl transport mod, TbHK1 inh
> COc1ccc(OC)c(-c2c3cc(O)c(=O)cc-3oc3cc(O)c(O)cc23)c1
  28, -7, 7, 7.4, 168*, 3.0, 37, i, 23
> CNC(=S)NNC(=O)c1cc(C(C)(C)C)nn1Cc1ccc(F)cc1
  1, -9, -11, -0.3, -14, 0.1, 16, -0.76, 5
> Cc1cccc(-n2c(N)c(C(=O)N3CCN(C)CC3)sc2=S)c1
  -2, 1, 10[20 µM], 1.2, -3, 0.7, -1, x, -27
> COc1cc(SC)ccc1C(=O)Nc1c(C)cccc1C
  6, 1, -14, 0.2, -5, -0.1, 0, -0.2, -3
> COc1ccc(NC(=O)CO/N=C2/CCCc3nonc32)c(OC)c1
  12, x, -27, 1.9, -4, 0.8, 21, -0.33, 0
> CN(Cc1cnn(C)c1)S(=O)(=O)c1cccc([N+](=O)[O-])c1
  22, x, -9, 1.7, -9, 1.0, 25, -0.11, -1
> CC(C)n1nnnc1SCC(=O)N1CCN(C(=O)c2ccco2)CC1
  -4, -1, -28[20 µM], 0.3, 2, 0.7, -19, 1.2, 6
> Cc1cc2ccccc2c(=O)n1CC(=O)NCC(=O)N1CCCC(C)C1 (stereo not drawn)
  5, 2, -19[20 µM], 0.6, -5, 0.2, -1, 1.3, -12

Full records from above:
Cc1cccc(-n2c(N)c(C(=O)N3CCN(C)CC3)sc2=S)c1 is listed as PPC-1+TRAIL kill: -2; Thrombin inh: 1; Furin inh: 10[20 µM]; TRPN1 ag: 1.2; EBV gp42 block: -3; TRPML3 ag: 0.7; m-calpain inh: -1; Cl transport mod: x; TbHK1 inh: -27
C/C(Cl)=C/CSc1nn2c(=O)c3ccccc3nc2s1 is listed as PPC-1+TRAIL kill: 18; Thrombin inh: 7; Furin inh: -5[20 µM]; TRPN1 ag: -0.4; EBV gp42 block: -12; TRPML3 ag: -0.2; m-calpain inh: 9; Cl transport mod: -0.26; TbHK1 inh: -6

Hits appear at their usual frequency; 3.6% or so of the library scored in one or more.
